Bioassay records from PubChem.
CHO-K1 Ca antag: counter-screen for M1 antagonists: effect in parental CHO-K1 cells; ATP-induced calcium, Fluo-8 fluorescence; inhibition, % at 3 µM; 360,000 tested, 0.6% active;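 active = inhibition above a per-plate cutoff, the plate's mean sample inhibition plus 3 SD, cut at about 24% in these data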;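 note: 0% = DMSO plus EC80 ATP and 100% = DMSO alone without ATP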
CHRM5 PAM: CHRM5 positive allosteric modulation | activation, % at 3 µM | 360,000 tested, 0.3% active | P08912 | CHO-K1 hM5, Fluo-8 calcium, ACh EC20 PAM; 0% = ACh EC20, 100% = ACh EC100 | AID 624038;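 active = activation above the run cutoff, the mean activation of all test compounds plus 3 SD, cut at about 18% in these data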
Target sequence (P08912 whole entry, looked up): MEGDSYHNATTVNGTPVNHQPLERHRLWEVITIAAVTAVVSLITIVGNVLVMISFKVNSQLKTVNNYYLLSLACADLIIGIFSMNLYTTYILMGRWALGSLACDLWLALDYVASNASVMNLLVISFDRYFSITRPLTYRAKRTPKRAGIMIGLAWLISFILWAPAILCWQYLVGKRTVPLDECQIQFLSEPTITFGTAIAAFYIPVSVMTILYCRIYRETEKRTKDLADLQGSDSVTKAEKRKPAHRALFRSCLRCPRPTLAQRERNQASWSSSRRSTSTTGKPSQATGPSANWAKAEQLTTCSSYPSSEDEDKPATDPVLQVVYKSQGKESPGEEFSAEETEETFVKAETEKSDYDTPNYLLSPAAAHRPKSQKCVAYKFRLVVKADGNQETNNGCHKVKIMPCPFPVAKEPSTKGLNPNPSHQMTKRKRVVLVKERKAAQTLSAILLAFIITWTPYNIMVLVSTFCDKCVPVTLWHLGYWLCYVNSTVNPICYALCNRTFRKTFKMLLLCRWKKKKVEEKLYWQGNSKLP
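System – CHO-K1 hM5 cells · Compound – 3 µM, single dose · Incubation – compound preincubation 140 s before EC20 acetylcholine addition · Technique – Fluo-8 calcium fluorescence · Measure – Max/basal fluorescence ratio as % of EC20–EC100 ACh window · Benchmarks – low control EC20 acetylcholine (0%), high control EC100 acetylcholine (100%) · Replication – singlicate, one well per test compound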
M1 ag parental: counter-screen for M1 agonists: effect in parental CHO-K1 cells. Fluo-8 calcium fluorescence; scaled to maximal ATP response, vehicle zero. activation, % at 3 µM. AID 602248. 360,000 tested, 0.48% active; in the data active = activation above about 15%;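 note: untransfected CHO-K1 host cells lacking M1 receptor as counterscreen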
CHRM5 agonist: agonists of human muscarinic M5 receptor (CHRM5). P08912. CHO-K1 hM5 cells, Fluo-8 calcium fluorescence; 0% DMSO wells, 100% maximal acetylcholine response. activation, % at 3 µM. 360,000 tested, 0.19% active. AID 624037;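 active = activation above the run's mean over test compounds plus 3 SD, cut at about 23% in these data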;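 note: signal is peak over basal fluorescence ratio across the kinetic read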
M1 PAM parental: M1 PAM counterscreen hit in parental CHO-K1 cells. activation, % at 3 µM. ATP EC20, Fluo-8 calcium fluorescence; 0% at ATP EC20, 100% at ATP max. 360,000 tested, 0.02% active;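 active = activation above the run cutoff, the mean activation of all test compounds plus 3 SD, cut at about 40% in these data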;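 note: peak over basal fluorescence ratio in a 140 s read after ATP addition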
CHRM4 agonist: agonists of human muscarinic M4 receptor (CHRM4) | CHO-K1 hM4/Gqi5, Fluo-8 calcium fluorescence; vehicle 0%, full acetylcholine response 100% | activation, % at 3 µM | P08173 | 360,000 tested, 0.14% active | AID 624127;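 active = activation above the run mean over all test wells plus 3 SD, cut at about 32% in these data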;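 note: peak over basal fluorescence ratio per well then scaled between controls; 0% = DMSO wells and 100% = acetylcholine at EC100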
Target sequence (P08173 whole entry, looked up): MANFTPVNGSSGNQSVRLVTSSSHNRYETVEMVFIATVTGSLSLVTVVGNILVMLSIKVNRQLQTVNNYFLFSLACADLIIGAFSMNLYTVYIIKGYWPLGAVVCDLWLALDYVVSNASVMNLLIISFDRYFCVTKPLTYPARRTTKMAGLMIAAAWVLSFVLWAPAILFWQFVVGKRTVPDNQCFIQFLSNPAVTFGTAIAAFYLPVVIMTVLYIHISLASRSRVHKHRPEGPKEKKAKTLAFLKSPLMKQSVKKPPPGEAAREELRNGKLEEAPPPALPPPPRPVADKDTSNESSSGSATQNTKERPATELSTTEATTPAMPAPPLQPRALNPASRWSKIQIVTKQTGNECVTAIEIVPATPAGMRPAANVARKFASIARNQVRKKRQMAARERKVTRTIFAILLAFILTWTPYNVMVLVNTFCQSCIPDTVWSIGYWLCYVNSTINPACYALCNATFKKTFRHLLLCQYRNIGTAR
CHRM4 antagonist: blocks acetylcholine activation of human M4 receptor. CHO-hM4 cells, ACh EC80, Fluo-8 calcium fluorescence. inhibition, % at 3 µM. 360,000 tested, 0.73% active. AID 624125;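 active = inhibition above its plate's cutoff, the mean inhibition of sample wells plus 3 SD, cut at about 27% in these data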;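 note: 0% = acetylcholine EC80 with DMSO and 100% = DMSO without agonist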
M4 PAM: positive allosteric modulators of human muscarinic M4 receptor | P08173 | CHO-K1 hM4/Gqi5, Fluo-8 calcium fluorescence, ACh EC20; 0% = ACh EC20, 100% = maximal ACh | activation, % at 3 µM | 360,000 tested, 0.4% active;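 active = activation above its plate's cutoff, the mean activation of sample wells plus 3 SD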; note: some results filed as inactive read as strong as hits
CHRM5 antagonist: antagonists of human muscarinic M5 receptor (CHRM5). CHO-hM5 cells, Fluo-8 calcium fluorescence, ACh EC80. 360,000 tested, 0.59% active. inhibition, % at 3 µM;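 active = inhibition above a per-plate cutoff, the mean of that plate's test compounds plus 3 SD, cut at about 27% in these data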;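 note: 0% = acetylcholine EC80 with DMSO and 100% = DMSO without agonist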
Active calls of the source: *; · = no result given.

Values in the order: CHRM4 agonist	M1 PAM parental	M1 ag parental	CHRM5 antagonist	M4 PAM	CHRM5 agonist	CHO-K1 Ca antag	CHRM4 antagonist	CHRM5 PAM
#1 CSc1cccc(CN2CCCC(C(=O)Nc3cccc(-n4cccn4)c3)C2)c1 (centres undefined)
    14	-4	1.4	3	-5	-5	3	-9	0
#2 CC(C)C(=O)c1ccc(O)c(O)c1
    0	10	0.5	-6	-1	-1	-5	18	7
#3 COc1ccc(Nc2cc(Nc3ccc(OC)cc3)ncn2)cc1
    1	-7	0.4	4	-1	-5	-15	-11	-4
#4 Cc1csc(SCC(=O)Nc2ccccc2[N+](=O)[O-])n1
    1	16	-0.1	6	-2	-3	-9	8	-2
#5 Cc1ccc(CNc2nc3ccccc3n3nnnc23)cc1
    1	5	0.4	13	-1	-1	-19	8	2
#6 CCOc1ccc(N2CC(C(=O)NCCc3ccc(F)cc3)CC2=O)cc1 (centres undefined)
    1	8	0.9	8	-1	-4	-21	-7	0
#7 Cn1nnc(NC(=O)c2cccc(F)c2)n1
    0	7	-0.1	-1	0	-2	-7	-3	-1
#8 CCOC(=O)C1=C(C)NC(C)=C(C(=O)OCC)C1c1cn(-c2ccccc2)nc1-c1ccco1
    -1	10	0.3	-1	3	-3	-14	9	1
#9 COCCNC(=O)c1cc(-c2ccccc2)sc1N
    4	·	·	8	0	3	·	4	1
#10 C/C(=N/NC(=O)c1cnccn1)c1ccncc1
    0	19	0.5	4	1	-4	-6	0	1
#11 Cc1c(C(=O)N2CCCCCC2)nnn1-c1nonc1N
    1	15	0.2	-9	-4	-7	-3	-8	4
#12 Nc1nnc(SCC(=O)Nc2ccc(F)c(Cl)c2)n1-c1ccccc1
    2	5	0.1	8	9	0	-2	11	-2
#13 CCN(C(=O)COC(=O)CCc1c[nH]c2ccccc12)c1c(N)n(Cc2ccccc2)c(=O)[nH]c1=O
    1	15	0.9	4	-2	-4	-13	5	3
#14 Cc1ccc(C)c(N2CN(CCC3=CCCCC3)CNC2=S)c1
    0	15	2.1	6	3	0	0	3	7
#15 CCc1nc(SCC(=O)Nc2ccc(N(CC)CC)cc2)n[nH]1
    1	-19	0.0	4	3	4	6	7	3
#16 CCN(c1ccccc1)S(=O)(=O)c1ccc(OC)c(NC(=O)CN(C)C)c1
    -2	-17	-0.8	-3	11	1	9	2	0
#17 CCC(=O)N1CCN(C(=O)c2ccccc2)CC1
    0	0	0.0	-2	-16	1	5	75*	-10
#18 Cc1cccc(Nc2nnc(SCC3CCCCO3)s2)c1 (centres undefined)
    2	25	1.3	-3	9	-2	-10	3	5
#19 Cc1ccc(Cn2c(=O)c3c(nc4n3CCCN4Cc3ccccc3)n(C)c2=O)cc1
    1	17	0.3	0	7	-3	-5	-7	-1
#20 O=C(NCCCN1CCOCC1)c1nn(-c2ccccc2)c(=O)c2ccccc12
    1	0	0.1	-5	17	4	-9	-23	-3
#21 CCC(C)N(C(=O)COC(=O)CNC(=O)c1ccccc1F)C1CCS(=O)(=O)C1 (centres undefined)
    2	1	0.0	-3	-3	-4	-14	-7	7
#22 CCOC(=O)c1ccc(N2CCOCC2)c(NC(=O)c2c(-c3ccccc3)noc2C)c1
    1	17	0.7	-1	-5	5	-15	-3	2
#23 CNC(=O)C1CCN(S(=O)(=O)c2c(C)noc2/C=C/c2ccc(C)cc2)CC1
    2	9	0.4	-4	6	0	-2	-6	4
#24 Cn1cnnc1Sc1cc(N2CCN(S(=O)(=O)c3ccc(Cl)c(Cl)c3)CC2)ccc1[N+](=O)[O-]
    -1	8	-0.9	-7	9	-6	-2	2	-10
#25 CC(C)CN(C(=O)COC(=O)c1c(Cl)ccc(Cl)c1Cl)C1CCS(=O)(=O)C1 (centres undefined)
    6	13	4.1	8	-10	-2	-15	8	-5
#26 CC(C)c1ccc(NC2CCCN(C(=O)CN3CCCC3=O)C2)cc1 (centres undefined)
    1	11	1.8	14	7	-3	2	-8	-3
#27 Cc1cc(C)c(NC(=S)N(Cc2cccnc2)Cc2ccco2)c(C)c1
    1	-8	0.6	4	17	-3	8	3	1
#28 CCn1c2ccccc2c2cc(NC(=O)c3coc(=O)c(Br)c3)ccc21
    0	15	0.5	9	-1	6	2	8	5
#29 COC(=O)c1cccc(Nc2ncnc3ccc(C)cc23)c1
    0	21	1.2	9	1	-2	-4	-2	-5
#30 C[C@@H]1CN([C@@H](C)CO)C(=O)CCCn2nncc2CO[C@@H]1CN(C)C(=O)Nc1ccccc1
    1	5	0.5	-11	6	-1	-10	-24	2
#31 NC(=O)NCC(=O)N1CCC(C(O)(c2ccccc2)c2ccccc2)CC1
    0	3	-0.1	5	-7	-3	-8	0	-2
#32 O=C(COC(=O)c1ccc(NS(=O)(=O)c2ccc(F)c(F)c2)cc1)NCC1CCCO1 (centres undefined)
    0	-14	-0.2	5	-3	-1	0	6	3
#33 Cc1cccc(OCC(=O)Nc2ccc(NC(=O)c3ccco3)c(C)c2)c1
    4	-19	5.2	-2	-4	3	-13	-5	-5
#34 CC1=C(C(=O)c2ccccc2)C(c2ccc(N3CCOCC3)cc2)NC(=O)N1 (centres undefined)
    2	0	0.7	22	3	1	-2	-9	-10
#35 COc1cc(OC)cc(C(=O)Nc2nc(CC(=O)NC(C)c3ccccc3)cs2)c1 (centres undefined)
    12	2	3.6	10	-12	-2	19	6	-10
#36 Cc1ccc(S(=O)(=O)NC(=O)COc2ccccc2C)cc1
    0	16	0.0	1	-2	-2	-5	16	-4
#37 CCOC(=O)c1cnc2sc3c(n2c1=O)CCCC3
    1	17	0.5	11	-6	-2	-4	-9	7
#38 COc1cc(/C=C2\SC(c3ccc(C)cc3)=NC2=O)cc(OC)c1OC
    -1	15	0.6	-2	-15	2	-8	19	4
#39 O=S(=O)(NCc1ccccc1)NCc1ccccc1
    1	-9	-0.1	13	4	-5	2	12	-4
#40 COc1cccc(Nc2nc3ccccc3c(=O)[nH]2)c1
    3	8	2.7	5	-5	3	4	0	-3
#41 CCc1nc2ccc(C(=O)Nc3cccc(OCC(=O)N(C)C)c3)cn2c1N(C)C(=O)c1cccc(OC)c1
    1	2	0.5	3	-1	1	-6	-12	-1
#42 CN(C)c1ncc(S(=O)(=O)c2ccc(Cl)cc2)c(-c2ccc(Cl)cc2Cl)n1
    -1	-5	-0.4	1	-4	-3	7	8	-8
#43 COc1ccc(S(=O)(=O)Nc2ccc3c(c2)OCO3)cc1C
    1	17	3.0	5	1	-1	-6	3	-4
#44 CC(C)c1nc(SCC(=O)Nc2cccc(S(N)(=O)=O)c2)n[nH]1
    0	19	0.6	-5	-1	-1	-6	7	2
#45 C=C(C)[C@@H]1CC[C@]2(C(=O)O)CC[C@]3(C)C(CCC4[C@@]5(C)CC[C@H](O)C(C)(C)C5CC[C@]43C)C12 (some centres undefined)
    2	4	0.9	1	-4	3	-7	-3	-6
#46 O=C(NCc1cccs1)c1cccc2c(-c3ccc(F)c(F)c3)coc12
    3	14	1.7	3	-4	0	-6	-9	-7
#47 CCN1CCN(c2cc(SC(C)C)nc(-c3ccc(OC)cc3)n2)CC1
    6	15	0.7	6	4	3	-13	2	-3
#48 COc1cc2c(cc1OC)CN(CC(=O)Nc1ccc(S(=O)(=O)N(C)C)cc1)CC2
    1	10	15	5	-4	-3	1	3	-1
#49 CN1CCc2c(sc3nc(SCC(N)=O)n(-c4ccccc4)c(=O)c23)C1
    0	14	0.3	-2	18	1	0	3	6
#50 Cc1ccc(N2C(=O)CC(c3c[nH]c4ccccc34)C2=O)cc1 (centres undefined)
    4	-11	0.5	2	0	0	19	-7	1
#51 N#Cc1c(-c2ccccc2)nc2n(-c3ccccc3)nc(C(=O)Nc3ccccc3)n2c1=O
    0	1	0.6	-3	5	-1	-3	16	3
#52 CC[C@H](C)[C@H]1CNC(=S)N1CC1CCN(CCCC2CCCC2)CC1
    2	6	0.4	16	-14	-3	-11	27*	-17
#53 Cc1c(NS(=O)(=O)c2ccccc2)cc(Cl)c(O)c1C
    0	-7	0.1	0	1	-5	12	11	0
#54 N#CC1=C(S)N(c2ccccc2)C(c2ccc(-c3cc(Cl)ccc3Cl)o2)NC1=O (centres undefined)
    0	17	-0.3	6	9	-2	-2	10	-2
#55 CCOc1ccc(C(=O)CCC(=O)Nc2ccccc2C)cc1
    1	15	0.1	-16	2	4	-11	-1	5
#56 Cc1cc2nc(CSc3ccc(Cl)cc3)cc(=O)n2[nH]1
    1	26	0.6	-10	12	-3	-7	-9	-4
#57 COc1ccc(N2CCN(C(=O)c3cn(C)c(=O)c4c3c3ccccc3n4C)CC2)cc1
    8	12	8.2	2	-1	8	-7	6	-8
#58 Cc1ccc(S(=O)(=O)N2[C@H](CC(=O)c3cccs3)OC[C@@H]2C(C)C)cc1
    1	·	·	2	-2	-2	·	1	-1
#59 O=C(Cc1cccc2ccccc12)N/N=C/c1ccc(F)cc1
    3	9	4.0	-2	3	3	-20	-1	-7

Of the compounds above, 10 contain an aryl methoxy group.
Values in the order: CHRM4 agonist	M1 PAM parental	M1 ag parental	CHRM5 antagonist	M4 PAM	CHRM5 agonist	CHO-K1 Ca antag	CHRM4 antagonist	CHRM5 PAM
#3 COc1ccc(Nc2cc(Nc3ccc(OC)cc3)ncn2)cc1
    1	-7	0.4	4	-1	-5	-15	-11	-4
#16 CCN(c1ccccc1)S(=O)(=O)c1ccc(OC)c(NC(=O)CN(C)C)c1
    -2	-17	-0.8	-3	11	1	9	2	0
#35 COc1cc(OC)cc(C(=O)Nc2nc(CC(=O)NC(C)c3ccccc3)cs2)c1 (centres undefined)
    12	2	3.6	10	-12	-2	19	6	-10
#38 COc1cc(/C=C2\SC(c3ccc(C)cc3)=NC2=O)cc(OC)c1OC
    -1	15	0.6	-2	-15	2	-8	19	4
#40 COc1cccc(Nc2nc3ccccc3c(=O)[nH]2)c1
    3	8	2.7	5	-5	3	4	0	-3
#41 CCc1nc2ccc(C(=O)Nc3cccc(OCC(=O)N(C)C)c3)cn2c1N(C)C(=O)c1cccc(OC)c1
    1	2	0.5	3	-1	1	-6	-12	-1
#43 COc1ccc(S(=O)(=O)Nc2ccc3c(c2)OCO3)cc1C
    1	17	3.0	5	1	-1	-6	3	-4
#47 CCN1CCN(c2cc(SC(C)C)nc(-c3ccc(OC)cc3)n2)CC1
    6	15	0.7	6	4	3	-13	2	-3
#48 COc1cc2c(cc1OC)CN(CC(=O)Nc1ccc(S(=O)(=O)N(C)C)cc1)CC2
    1	10	15	5	-4	-3	1	3	-1
#57 COc1ccc(N2CCN(C(=O)c3cn(C)c(=O)c4c3c3ccccc3n4C)CC2)cc1
    8	12	8.2	2	-1	8	-7	6	-8
